# Screens from PubChem.
# Mcl1-Bid inh: Mcl-1/Bid interaction inhibition; Q07820; TR-FRET Mcl-1/Bid-Dy647 peptide binding, 1536-well; inhibition, % at 21.7 µM; 220,000 compounds, 0.97% hits; AID 1021;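 active = compounds that cut the binding signal by more than half at the single screening dose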;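 also: His-tagged Mcl-1 with europium anti-His antibody binding Bid BH3 peptide; 0% = Mcl-1 plus peptide wells and 100% = peptide-only wells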
# Target sequence (Q07820 whole entry, looked up): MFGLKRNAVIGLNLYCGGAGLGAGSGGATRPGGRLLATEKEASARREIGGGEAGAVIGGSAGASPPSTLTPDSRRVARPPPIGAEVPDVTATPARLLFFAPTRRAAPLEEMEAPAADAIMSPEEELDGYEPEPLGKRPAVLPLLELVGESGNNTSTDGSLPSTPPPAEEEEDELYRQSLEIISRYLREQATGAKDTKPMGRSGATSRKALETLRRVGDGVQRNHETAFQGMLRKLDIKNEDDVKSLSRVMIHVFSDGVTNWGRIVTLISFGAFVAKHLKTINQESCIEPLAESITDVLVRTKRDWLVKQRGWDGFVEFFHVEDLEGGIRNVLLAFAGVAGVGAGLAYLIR
# Mcl1-Noxa inh: disrupts binding of human Mcl-1 to Noxa peptide; Q07820; TR-FRET Mcl-1/Noxa peptide binding, 2 h; inhibition, % at 21.7 µM; 220,000 compounds, 1.5% hits; AID 1022;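 active = compounds that cut the protein-peptide binding signal by more than 50% relative to plate controls in a single-dose test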;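 also: His-tagged Mcl-1 with rhodamine Noxa BH3 peptide and terbium anti-His antibody; 0% = Mcl-1 plus Noxa peptide wells and 100% = peptide-only wells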
# Avidin fluor: compound fluoresces at 488/530 nm on avidin beads; fluorescence (KMESF) at 10 µM; 220,000 compounds, 0.38% hits; compound fluorescence 488/530 nm, flow cytometry; active compounds read high; in the data active = fluorescence above about 47; also: inactives centre near 10
# Pf gametocyte: kills late stage P. falciparum gametocytes; 150,000 compounds, 0.065% hits; P. falciparum stage V gametocytes, ATP luminescence, 24 h; inhibition, % at 10.9 µM;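 active = inhibition above the mean plus 3 SD of compounds within the control limits, set per campaign, cut at about 38% in these data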;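 also: 0% = DMSO wells and 100% = medium only without gametocytes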
# Numbers without * were called inactive.
canonical_smiles	Pf gametocyte	Mcl1-Noxa inh	Avidin fluor	Mcl1-Bid inh
CCCCNc1cc(Cl)nc(N)n1	-19	6	3	-10
CC1(C)CC(=O)C(N=Nc2cccnc2)=C(O)C1	17	-2	37	0
Cc1ccsc1/C=N/NC(=O)c1cccnc1	-15	-50	11	-53
Nc1c(C(=O)N/N=C/c2ccc(Cl)cc2)cnn1-c1ccccc1	-12	7	8	-5
O=C(Nc1cccc(Cl)c1)c1cc(F)cc2c1OCOC2	3	2	3	-5
Nc1nc(CCl)nc(Nc2cccc3ccccc23)n1	-7	25	4	-5
Cc1nn(-c2ccc(C(=O)O)cc2)c2c1C(=O)CC(C)(C)C2	31	-10	9	-7
CCOC(=O)C1=C(O)C(=O)N(c2ccc(S(N)(=O)=O)cc2)C1c1cccc([N+](=O)[O-])c1 (stereo unspecified)	-5	23	7	-5
O=c1[nH]nc(SCc2ccccc2Cl)n1-c1ccc2c(c1)OCCO2	11	10	6	-4
COc1cccc(C2CC(=O)Nc3n[nH]c(-c4ccccc4)c32)c1OC (stereo unspecified)	-1	-10	10	-28
O=S(=O)(c1ccc(F)cc1)N1CC=C(c2ccccc2)CC1	-1	-9	7	-6
Cc1nc2ccccn2c1-c1ccnc(SCc2ccc(Cl)cc2)n1	-15	-5	7	-3
O=S(=O)(CCN1CCN(c2ccccn2)CC1)c1ccc(Cl)cc1Cl	16	11	7	-1
O=C(CNC(=O)C(c1ccccc1)c1ccccc1)N/N=C\c1cccc(O)c1	3	-29	9	-6
O=c1[nH]nc(SCCS(=O)(=O)c2ccc(F)cc2)n1-c1ccc2c(c1)OCCO2	-12	2	6	-6
CCCCC1=CC2=C(c3ccco3)C(=O)C(C)(OC(=O)c3ccc(OC)cc3)C(=O)C2=CN1CCCN(CC)CC (stereo unspecified)	-2	9	8	-54
O=C(CN1CCCCC1)Nc1ccccc1Oc1ccccc1	7	1	6	-17
NN1C(=O)/C(=C\c2ccco2)SC1=S	23	20	6	-39
Nc1nc(NCc2ccco2)nc(N2CCOCC2)c1[N+](=O)[O-]	4	0	7	-35
COCCNC(=O)/C(C#N)=C/c1ccc(O)cc1	16	-11	8	-37
Cc1cc(C)c(S(=O)(=O)Nc2ccc(N3CCOCC3)cc2)c(C)c1	9	-11	12	-120
CCOC(=O)c1ccccc1-n1nnnc1C	-9	-22	12	-8
Cc1cccc2sc(NC(=O)[C@H](C)N3C(=O)C4CC=CCC4C3=O)nc12 (stereo partly specified)	-4	25	7	41
COc1ccccc1C(=O)Nc1ccc2c(c1)nc(CCNC(=O)c1ccccc1)n2C	6	-4	9	-23
Cc1cc(Cc2ccc(N)c(C)c2)ccc1N	14	10	5	-73
CCOc1c(N2CCOCC2)c(=O)c1=O	22	2	14	-8
CCn1c(=O)c([N+](=O)[O-])c(N2CCSCC2)c2ccccc21	8	33	6	-39
CCS(=O)(=O)C(C)(CCl)C(=O)Nc1ccc(C(=O)OC)cc1 (stereo unspecified)	8	-10	22	-7
Cc1ccccc1Nc1cc(C(=O)NCC2CCCO2)c2ccccc2n1 (stereo unspecified)	-2	16	6	-37
CC(=O)N/C(=C/c1ccc(OS(=O)(=O)c2ccc(C)cc2)cc1)C(=O)NCCCO	7	-7	2	-2
Cc1c([N+](=O)[O-])c(C(=O)Sc2ccc(Br)cc2)nn1C	6	35	8	-1
C=CCNC(=O)N[C@@H](Cc1ccccc1)C(=O)OC	0	5	6	-11
CC(=O)Nc1cc(O)cc(O)c1	-1	10	8	-12
Cc1cc([N+](=O)[O-])cc(/C=N\NC(=O)C2COc3ccccc3O2)c1O (stereo unspecified)	3	-85	7	-94
CC(=O)N1CCC(c2c[nH]c3ccccc23)CC1	4	9	6	-16
N#C/C(=C/c1ccc(F)cc1)S(=O)(=O)c1ccccc1	2	-22	4	-21
CCC1SC(C)C/C(=N/NC(N)=O)C1C (stereo unspecified)	-4	4	5	-32
C[C@H](N)C(=O)OCc1ccc([N+](=O)[O-])cc1	10	10	8	-8
Cc1cc(/C=C2\SC(=S)N(C)C2=O)c(C)n1-c1cccc(O)c1	7	12	6	-49
CCCn1c(CCC(=O)O)nc2cc(S(=O)(=O)N3CCCC3)ccc21	10	-14	19	-25
COc1cc(NC(=O)Nc2cccc(Cl)c2)c(C(=O)O)cc1OC	-6	30	3	10
COc1c(C)cc(C(=O)C2CCCN(C(=O)CCCn3cncn3)C2)cc1C (stereo unspecified)	-32	-47	3	-21
COc1cccc(Oc2nc(-c3ccncc3)nc3ccccc23)c1	1	20	9	9
CC(C)(C)c1cc[n+](C2=C([O-])c3ccccc3C(=O)/C2=N\S(=O)(=O)c2ccccc2)cc1	4	1	8	-8
C=CCN1C(=O)/C(=c2\sc3nc(=O)c(Cc4ccc(OC)c(OC)c4)nn3c2=O)c2ccccc21	-25	-9	8	-46
O=C(N/N=C/c1cc(Br)ccc1O)c1ccncc1	-9	-69	8	-104
Cc1ccc(CNC(=O)C2CCC(CNc3c(N4CCC(C)CC4)c(=O)c3=O)CC2)cc1 (stereo unspecified)	-2	-5	7	-24
CCCC(=O)Nc1nc2c(C)c(Cl)ccc2s1	-12	1	6	-6
O=C1CCN(CCc2ccccc2)CCN1CCSc1ccc(Br)cc1	9	10	15	-28
CC1CCN(c2c(NCC3CCC(C(=O)NCCC4=CCCCC4)CC3)c(=O)c2=O)CC1 (stereo unspecified)	4	21	8	-31

# Next part.
canonical_smiles	Pf gametocyte	Mcl1-Noxa inh	Avidin fluor	Mcl1-Bid inh
O=C1CCCc2c1nc(-c1ccc([N+](=O)[O-])cc1)n2O	11	-16	6	-3
Cc1ccc2[nH]c(O)c(N=NC(N)=S)c2c1	-4	-5	6	-31
O=S(=O)(CCN1CCSCC1)c1ccc(Cl)cc1	1	-2	8	-17
CC(C)(ONC(=O)Nc1ccccc1Cl)C(=O)O	10	3	2	-3
COc1ccc([N+](=O)[O-])cc1NC(=S)NC(NC(C)=O)C(Cl)(Cl)Cl (stereo unspecified)	-14	30	8	-64
COC(=O)N/N=C/c1ccccc1OCCOc1ccc(OC)cc1	-56	15	7	-4
CCn1c(N2CCN(CC(=O)c3c(C)n(C)c4ccc(OC)cc34)CC2)nc2c1c(=O)[nH]c(=O)n2C	6	22	10	-19
COc1ccc2nc(/C=N/NC(=O)CCNC(=O)OC(C)(C)C)ccc2c1	-6	5	7	-11
O=C(NC(=S)N1CCN(c2ccccc2)CC1)c1ccc(S(=O)(=O)N2CCOCC2)cc1	-7	-2	6	-145
COC(=O)c1sc(-c2ccc(Cl)cc2)cc1N	2	13	3	-21
Cc1ccccc1-n1cnc2c(sc3nc(N4CCOCC4)c4c(c32)CCCC4)c1=O	10	-26	3	11
CCOC(=O)C(CC(=O)O)NCc1ccco1 (stereo unspecified)	-22	8	7	-1
N#CC1=C(N)Nc2ncnn2C1c1ccc([N+](=O)[O-])cc1 (stereo unspecified)	-13	-12	7	-60
CCC(=O)Nc1cccc(C2=NOC3(C2)C[C@@H](C(N)=O)N(C(=O)CC)C3)c1 (stereo partly specified)	16	0	20	-1
COC(=O)c1cccc(NC(=O)NC(=O)c2ccccc2Cl)c1	8	-4	6	-3
O=C(Nc1sc(-c2ccccc2)cc1C(=O)O)c1ccccc1	1	48	6	-6
COCCCNC(=O)CN(c1cc(C(F)(F)F)ccc1Cl)S(C)(=O)=O	3	11	5	-16
COC(=O)Cc1ccc(NC(=S)NC2CC2)cc1	-9	5	4	-51
O=C(NCc1nc(-c2ccc(C(F)(F)F)cc2)no1)Nc1ccc(F)cc1F	-4	-12	8	-36
O=C(Cn1nnc(-c2cc(C(F)(F)F)cc(C(F)(F)F)c2)n1)NNC(=S)Nc1ccc(Cl)cc1	-8	-66	5	-70
CC12CN(C(=O)c3ccccc3Br)CC(C)(CN(C(=O)c3ccccc3Br)C1)C2=O	-21	0	6	-12
CCOC(=O)c1cc(-c2ccc(OC)cc2)n[nH]1	16	-16	8	-14
CCOc1ccc(CN(C(=O)c2cc3ccccc3oc2=O)C2CCS(=O)(=O)C2)cc1 (stereo unspecified)	7	5	3	-5
O=C(Nc1nc2c(Br)cc(Br)cc2c(=O)s1)C1CCC1	-16	-26	6	-31
O=C(c1ccc(F)cc1)C1CCN(Cc2cn[nH]c2-c2ccccc2)CC1	10	-14	6	-5
CCN(CC)C(=O)CSc1n[nH]c(=S)n1N	-4	2	7	-36
COc1ccc(C2=NOC(C(=O)Nc3cc(C)on3)C2)cc1OC (stereo unspecified)	-8	-8	6	-54
CCCC1=C(C(=O)OCC)C(c2cccs2)n2ncnc2N1 (stereo unspecified)	0	11	4	-31
COc1ccc(/C=N/NC(=O)c2c(C)nc3ccccn23)cc1[N+](=O)[O-]	11	5	7	0
O=C(NNc1cc(Cl)ccc1Cl)C1CCC1	7	-15	3	-19
C=CCNC(=S)/N=c1/ccccn1CCC	-5	-2	6	-48
O=C(NNC1=NCCCCC1)Nc1ccc(Cl)cc1	-22	-4	6	-21
COc1ccc(/C=N/NC(=O)c2ccccc2O)cc1Cn1cc([N+](=O)[O-])cn1	12	26	6	-70
O=C(NC(=S)Nc1ccc2oc(=O)ccc2c1)c1ccccc1F	-6	5	8	-30
COCCCNC(=S)NNC(=O)c1ccc(C(C)(C)C)cc1	1	3	7	-41
O=C(Nc1ccccc1)N1CCc2c([nH]c3ccccc23)C1C(F)(F)F (stereo unspecified)	-5	3	5	-6
CSc1nnc(CCNC(=O)OC(C)(C)C)o1	-27	10	9	-7
COc1ccc(C2CC(c3ccccc3OC(C)=O)=NN2C(C)=O)cc1 (stereo unspecified)	3	-17	5	-15
CCC(C)C(NC(N)=O)C(=O)Nc1ccc(OCc2ccccc2)cc1 (stereo unspecified)	12	-3	5	-7
CC(C)CCn1c2ccccc2c2cc(CC(N)=O)ccc21	-4	16	8	8
O=c1nc(Nc2ccccc2)oc2ccccc12	-8	-10	7	-33
Cc1nc(-c2ccccn2)nc(SCC(=O)N2CCOCC2)c1Cl	-20	2	8	-23
Cc1ccn2cc(CNS(=O)(=O)c3cccs3)nc2c1	15	1	7	-21
Cc1[nH]n(-c2ccc(Cl)cc2)c(=O)c1N=Nc1cccnc1	6	-17	9	11
Cc1cc(C(=O)NCc2ccc3c(c2)OCO3)c(C)o1	1	6	4	-14
CC(C)Cc1nc2sc3c(c2c(=O)n1N)CC(C)(C)OC3	6	3	9	-12
CN(C(=O)Cn1nnc(-c2cccnc2)n1)C1CCCCC1	8	16	10	-7
COc1ccc2[nH]c(C(=O)Nc3ncc(C)cc3Br)cc2c1	3	-5	6	-8
COc1ccc(NC(=O)Nc2nnc(C(C)(C)C)s2)cc1	-5	5	46	10

# Structures from the list above containing an aryl methoxy group:
canonical_smiles	Pf gametocyte	Mcl1-Noxa inh	Avidin fluor	Mcl1-Bid inh
COc1cccc(C2CC(=O)Nc3n[nH]c(-c4ccccc4)c32)c1OC (stereo unspecified)	-1	-10	10	-28
CCCCC1=CC2=C(c3ccco3)C(=O)C(C)(OC(=O)c3ccc(OC)cc3)C(=O)C2=CN1CCCN(CC)CC (stereo unspecified)	-2	9	8	-54
COc1ccccc1C(=O)Nc1ccc2c(c1)nc(CCNC(=O)c1ccccc1)n2C	6	-4	9	-23
COc1cc(NC(=O)Nc2cccc(Cl)c2)c(C(=O)O)cc1OC	-6	30	3	10
COc1c(C)cc(C(=O)C2CCCN(C(=O)CCCn3cncn3)C2)cc1C (stereo unspecified)	-32	-47	3	-21
COc1cccc(Oc2nc(-c3ccncc3)nc3ccccc23)c1	1	20	9	9
C=CCN1C(=O)/C(=c2\sc3nc(=O)c(Cc4ccc(OC)c(OC)c4)nn3c2=O)c2ccccc21	-25	-9	8	-46
COc1ccc([N+](=O)[O-])cc1NC(=S)NC(NC(C)=O)C(Cl)(Cl)Cl (stereo unspecified)	-14	30	8	-64
COC(=O)N/N=C/c1ccccc1OCCOc1ccc(OC)cc1	-56	15	7	-4
CCn1c(N2CCN(CC(=O)c3c(C)n(C)c4ccc(OC)cc34)CC2)nc2c1c(=O)[nH]c(=O)n2C	6	22	10	-19
COc1ccc2nc(/C=N/NC(=O)CCNC(=O)OC(C)(C)C)ccc2c1	-6	5	7	-11
CCOC(=O)c1cc(-c2ccc(OC)cc2)n[nH]1	16	-16	8	-14
COc1ccc(C2=NOC(C(=O)Nc3cc(C)on3)C2)cc1OC (stereo unspecified)	-8	-8	6	-54
COc1ccc(/C=N/NC(=O)c2c(C)nc3ccccn23)cc1[N+](=O)[O-]	11	5	7	0
COc1ccc(/C=N/NC(=O)c2ccccc2O)cc1Cn1cc([N+](=O)[O-])cn1	12	26	6	-70
COc1ccc(C2CC(c3ccccc3OC(C)=O)=NN2C(C)=O)cc1 (stereo unspecified)	3	-17	5	-15
COc1ccc2[nH]c(C(=O)Nc3ncc(C)cc3Br)cc2c1	3	-5	6	-8
COc1ccc(NC(=O)Nc2nnc(C(C)(C)C)s2)cc1	-5	5	46	10

# Some of the compounds tested; count on the stated rates, not on these rows.
